# High-throughput results as filed in PubChem.
# EPAC1 antag – antagonists of human EPAC1 | 360,000 tested, 0.14% active | EPAC1 GEF assay, Rap1b-BODIPY-GDP exchange fluorescence | Potency, µM (highest dose often 115 µM), for inactives: top-dose activity change, negative = inhibition, usual class: inhibitors | O95398;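 note: potency is the fitted concentration of half-maximal effect; plate controls were vehicle for no effect and positive control for full effect; nearly all actives have a fitted effect of over 50% in size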
# WRN helicase inh – WRN helicase (human) inhibition. 360,000 tested, 0.46% active. Q14191. Potency, µM (highest dose often 114 µM), without a hit: top-dose activity change, negative = inhibition, hits mostly inhibitors. WRN helicase unwinding, fluorescent forked duplex, kinetic; note: potency is the fitted concentration of half-maximal effect; % is set by controls: 0 for no effect and ±100 for the full control effect; nearly all actives have a fitted effect of over 55% in size
# Target sequence (Q14191 whole entry, looked up): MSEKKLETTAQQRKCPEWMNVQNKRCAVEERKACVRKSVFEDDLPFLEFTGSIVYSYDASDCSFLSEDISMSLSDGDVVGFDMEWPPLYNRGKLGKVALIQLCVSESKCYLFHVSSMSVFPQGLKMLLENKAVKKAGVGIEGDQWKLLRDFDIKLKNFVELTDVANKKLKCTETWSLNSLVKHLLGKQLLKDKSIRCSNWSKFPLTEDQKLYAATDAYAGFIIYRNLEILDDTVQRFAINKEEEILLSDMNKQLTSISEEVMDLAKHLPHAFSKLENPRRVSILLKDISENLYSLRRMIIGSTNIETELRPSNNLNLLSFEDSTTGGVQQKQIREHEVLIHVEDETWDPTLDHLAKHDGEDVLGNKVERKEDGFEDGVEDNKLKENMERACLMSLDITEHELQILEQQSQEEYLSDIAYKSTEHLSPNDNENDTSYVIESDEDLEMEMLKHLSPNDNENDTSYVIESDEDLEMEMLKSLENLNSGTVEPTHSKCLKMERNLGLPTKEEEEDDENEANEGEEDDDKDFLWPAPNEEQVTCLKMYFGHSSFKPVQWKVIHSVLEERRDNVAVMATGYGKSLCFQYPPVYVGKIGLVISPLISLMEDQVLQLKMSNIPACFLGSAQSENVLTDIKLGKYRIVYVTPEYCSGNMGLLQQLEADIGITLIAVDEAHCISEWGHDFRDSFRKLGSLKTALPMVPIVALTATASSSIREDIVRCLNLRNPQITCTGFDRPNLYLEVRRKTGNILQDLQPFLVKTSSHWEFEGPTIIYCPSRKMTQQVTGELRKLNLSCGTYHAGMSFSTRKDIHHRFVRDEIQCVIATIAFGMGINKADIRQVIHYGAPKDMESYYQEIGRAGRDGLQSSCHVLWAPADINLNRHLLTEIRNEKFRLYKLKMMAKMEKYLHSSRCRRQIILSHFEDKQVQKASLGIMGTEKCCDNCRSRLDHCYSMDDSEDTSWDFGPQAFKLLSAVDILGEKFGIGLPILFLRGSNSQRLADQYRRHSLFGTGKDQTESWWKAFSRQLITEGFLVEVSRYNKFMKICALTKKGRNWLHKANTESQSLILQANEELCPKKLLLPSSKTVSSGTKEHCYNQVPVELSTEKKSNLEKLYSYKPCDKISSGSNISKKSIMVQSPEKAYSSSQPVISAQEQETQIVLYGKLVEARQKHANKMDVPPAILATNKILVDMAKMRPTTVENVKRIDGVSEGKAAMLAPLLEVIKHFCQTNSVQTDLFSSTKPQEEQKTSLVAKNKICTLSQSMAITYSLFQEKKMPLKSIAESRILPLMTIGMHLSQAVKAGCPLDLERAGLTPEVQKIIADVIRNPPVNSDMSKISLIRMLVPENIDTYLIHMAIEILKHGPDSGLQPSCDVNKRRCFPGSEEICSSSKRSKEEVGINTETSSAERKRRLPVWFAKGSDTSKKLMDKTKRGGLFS
#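 WRN at 20 nM final was preincubated with compound for 15 min at room temperature; reaction started with 100 nM forked duplex oligonucleotide carrying fluorophore and quencher plus 2 mM ATP (final). Unwinding followed kinetically by red fluorescence (ex 525/em 598 nm).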
# MmCpn inh – M. maripaludis TRiC chaperonin inhibition | purified Mm-Cpn ATPase, ADP Transcreener TR-FRET | Potency, µM (top dose mostly 76.9 µM), for the others: at the highest dose activity, negative = inhibition, most hits filed as inhibitors | 330,000 tested, 0.031% active; note: potency is the fitted concentration of half-maximal effect; % is set by controls: 0 for no effect and ±100 for the full control effect; nearly all actives have a fitted effect of over 80% in size
#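 ATPase read-out: TR-FRET ADP immunoassay (anti-ADP Eu cryptate vs ADP-d2), ex 320 nm, em 590/665 nm; signal drops as ADP forms. Enzyme 25 nM, ATP 10 uM, 30 min at 37°C after 10 min compound preincubation.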
# EPAC1 agonist – agonists of human EPAC1. 360,000 tested, 0.073% active. O95398. AID 720707. Potency, µM (top dose mostly 154 µM), inactives show at the top dose activation, usual class: activators. EPAC1 agonist qHTS, biochemical assay; response scale: 100% = response to 6.5 mM cAMP; note: potency is the fitted concentration of half-maximal effect; nearly all actives have a fitted effect of over 60% in size
#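 Read-out is the fluorescence drop as BODIPY-GDP leaves Rap1B (480 nm excitation, 540 nm emission), recorded every 5 minutes over 30 minutes. Reactions held 100 nM EPAC1, 250 nM Rap1B–BODIPY-GDP and 50 uM GDP, with 6.5 mM cAMP setting full activation.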
# PI5P4Ka inh – PI5P4K alpha (human) kinase inhibition | P48426 | PI5P4Kalpha enzyme, ADP-Glo luminescence, 60 min; active compounds read low | max response, % | 330,000 tested, 1.2% active | AID 652105; active = max response of -50% or lower; inconclusive = between -30% and -50%; inactive = -30% or higher; note: value at the top dose of about 77 µM; % is set by controls: 0 for no effect and ±100 for the full control effect
#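 qHTS, 1536-well: enzyme/substrate mix, compound by pin tool, 5 microM ATP final; RT 60 min; ADP-Glo reagents 1 (45 min) then 2 (30 min); luminescence.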
# PLK1 PBD inh – inhibitors of human PLK1 polo-box domain binding; Potency, µM, inactives show max response, negative = inhibition, actives largely listed as inhibitors; AID 720504; 360,000 tested, 2.8% active; P53350; Plk1 PBD binding of FITC phosphopeptide, fluorescence polarization; note: potency is the fitted concentration of half-maximal effect; series mostly up to about 57 µM; % is set by controls: 0 for no effect and ±100 for the full control effect; nearly all actives have a fitted effect of over 65% in size
# EPAC2 antagonist – EPAC2 (human) antagonism; EPAC2 GEF exchange of Rap1B-BODIPY-GDP, fluorescence; 360,000 tested, 0.18% active; Q8WZA2; Potency, µM (doses to about 114 µM), inactives show top-dose activity, negative = inhibition, actives largely listed as inhibitors; note: potency is the fitted concentration of half-maximal effect; % is set by controls: 0 for no effect and ±100 for the full control effect; nearly all actives have a fitted effect of over 45% in size; many of its hits are not listed in these tables
# CCT chaperon mod – cytosolic chaperonin activity modulation; purified chaperonin ATPase assay, HTRF ADP detection, 30 min; activity change, % (concentration not given with the values), hits read low; 360,000 tested, 0.3% active; AID 651819; in the data active = activity change below about -30%; note: % is set by controls: 0 for no effect and ±100 for the full control effect
#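 ATPase activity: ADP formed was measured by HTRF Transcreener (665/615 nm ratio) after 30 min at 37 deg C with 10 uM ATP. Compounds screened at one 76 uM concentration against 40 or 20 nM TRiC in Tris pH 7.4/KCl/MgCl2/DTT buffer.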
# Active calls of the source: *; ? = inconclusive; / = not tested or not shown; [ ] = another dose, or the depositor's remark. Unless noted, calls come from the whole dose curve; as a rule, active = well fitted curve in the direction sought with a large enough effect; inconclusive = small, poorly fitted or top-dose-only effect, or another doubt; inactive = no such curve, though single readings can be large; an effect the other way counts as inactive or inconclusive. A portion of the library. The share of hits here may be higher or lower than overall.
nr	molecule	EPAC1 antag	WRN helicase inh	MmCpn inh	EPAC1 agonist
1	O=C(N/N=C/c1ccccc1Cl)c1nc2ccc([N+](=O)[O-])cc2c(=O)[nH]1	-1%	-3%	-15%	-9%
2	O=C(c1cnn(C(=O)c2ccco2)c1)c1cc(F)ccc1O	7%	4%	0%	19%
3	Cc1cc(C)n2nc(SCC(=O)N3CCCCC3C)nc2n1 (centres undefined)	6%	2%	1%	5%
4	O=C(NCc1ccccc1)c1c(Cl)nc(Cl)c(Cl)c1Cl	?	5%	1%	-5%
5	O=C(COc1ccccc1Cl)NC(=O)NC1CCCCC1	-17%	-4%	0%	5%
6	CCC(=O)OC1CSc2nc3ccccc3n2C1 (centres undefined)	-8%	2%	0%	14%
7	O=S(=O)(c1ccc(Br)s1)N1CCC(Cc2ccccc2)CC1	-21%	-13%	3%	0%
8	Cc1noc(C)c1COc1ccc(C(=O)OCC(=O)NCc2ccccc2Cl)cc1	-19%	-11%	2%	0%
9	Cc1onc(-c2ccccc2Cl)c1C(=O)NC(=S)Nc1ccc(C(C)C)cc1	-5%	-6%	-10%	1%
10	COc1ccccc1CNc1nc(S(=O)(=O)c2ccccc2)c(Cl)s1	-15%	-7%	-18%	11%
11	COc1ccc(-n2nnnc2C(c2cccc3ccccc23)N2CCN(C/C=C/c3ccccc3)CC2)cc1 (centres undefined)	-17%	-12%	/	-2%
12	COc1ccc(/C=N/n2cncn2)cc1CSc1ccccn1	7%	11%	-1%	-4%
13	O=C(CO/N=C/c1c(Cl)cccc1Cl)NNC(=O)c1ccc(Cl)cc1	-23%	-10%	2%	-3%
14	CCN(CC)c1ccc(C=C2SC(=S)NC2=O)cc1	57%[activator]	50µM*	/	?
15	Cc1c(NS(=O)(=O)c2cc(C(=O)NCc3ccco3)cc(Cl)c2Cl)c(=O)n(-c2ccccc2)n1C	-19%	-12%	?	-5%

nr	PI5P4Ka inh	PLK1 PBD inh	EPAC2 antagonist	CCT chaperon mod
1	?	24µM*	-19%[57.1 µM]	0.9
2	?	?	-9%	-0.7
3	0	6%	9%	0.4
4	0	-6%	1%	0.1
5	-6	-5%	-1%	-0.6
6	/	-4%	-4%	1.1
7	/	3%	-9%	-0.2
8	-5	-6%	4%	-0.9
9	0	-3%	-5%	-3.3
10	3	-10%	-4%	-2.2
11	14	-2%	14%	0.9
12	-2	-24%	11%	0.2
13	1	-9%	-4%	-0.6
14	?	50%[activator]	5%	-3.1
15	-2	-6%	3%	0.0

# Structures listed above shown as hits in WRN helicase inh.
nr	molecule	EPAC1 antag	WRN helicase inh	MmCpn inh	EPAC1 agonist
14	CCN(CC)c1ccc(C=C2SC(=S)NC2=O)cc1	57%[activator]	50µM*	/	?

nr	PI5P4Ka inh	PLK1 PBD inh	EPAC2 antagonist	CCT chaperon mod
14	?	50%[activator]	5%	-3.1

# (continued)
nr	molecule	EPAC1 antag	WRN helicase inh	MmCpn inh	EPAC1 agonist
16	O=c1c2ccccc2ncn1-c1ccc(Cl)c(Cl)c1	5%	-7%[57.1 µM]	-1%	0%
17	Cc1cc(N/N=C/c2ccc(O)cc2O)nc(-n2nc(C)cc2C)n1	-3%	?	-3%	9%
18	O=C(NNC(=O)c1ccccc1F)c1ccc(-c2ccc(Cl)cc2)o1	-16%	-19%	1%	3%
19	CN(Cc1ccc2c(c1)OCCO2)C(=O)CSc1ncnc2sccc12	2%	-11%	-11%	-2%
20	CCn1nc(C(=O)N[C@@H](CCSC)c2nc3ccccc3[nH]2)c2ccccc2c1=O	-23%	2%	-2%	0%
21	C=CCCC(=O)N1C[C@H]2CON(C)[C@H]2C[C@H]1c1ccc(-n2ccnc2)cc1	7%	9%	/	-3%
22	Cc1cc(NC(=O)CSc2nc(C(C)C)nc3ccccc23)no1	-5%	-21%	-5%	-3%
23	CCNC(=O)Cc1c(OC)ccc2cc(Br)ccc12	-5%	-4%	?	1%
24	CC1C/C(=N/N=C2/NC(=O)CS2)CC(C)(C)C1 (centres undefined)	2%	-3%	1%	5%
25	C=CSc1sc(Cl)c(N(CC)CC)c1[N+](=O)[O-]	-22%	-23%	-1%	7%
26	CN(C)CCNC(=O)c1ccc2c(=O)n(Cc3ccc(Cl)cc3)c(=S)[nH]c2c1	-28%	7%[57.1 µM]	-1%	1%
27	Cc1ccc(OCCOC(=O)c2cccc(S(=O)(=O)N3CC(C)OC(C)C3)c2)cc1 (centres undefined)	4%	8%	0%	13%
28	CCOC(=O)C1CCN(S(=O)(=O)c2ccc(OC)c(C(=O)N3CCCCCC3)c2)CC1	-5%	1%[57.1 µM]	-2%	7%
29	CCOC(=O)CSc1nc2cc(C)ccc2cc1C#N	-19%	-13%	1%	16%
30	CC(C)NC(=O)c1nc2ccccc2s1	21%	5%	-1%	1%

nr	PI5P4Ka inh	PLK1 PBD inh	EPAC2 antagonist	CCT chaperon mod
16	/	-7%	3%	0.0
17	5	-14%	2%	-0.7
18	2	-3%	-11%	-0.6
19	-8	2%	-5%	0.0
20	-1	-3%	-2%	2.9
21	2	-2%	11%	0.9
22	0	-10%	-3%	-0.1
23	10	4%	-23%	-0.6
24	-6	-3%	6%	-0.9
25	?	?	?	-1.9
26	-20	-29%	?	0.0
27	-8	-2%	3%	-1.0
28	1	-4%	3%	1.4
29	5	-14%	-18%	0.3
30	/	-7%	8%	-0.7

# Some entries already given, reduced to EPAC1 antag and EPAC2 antagonist.
no.	SMILES	EPAC1 antag	EPAC2 antagonist
25	C=CSc1sc(Cl)c(N(CC)CC)c1[N+](=O)[O-]	-22%	?
18	O=C(NNC(=O)c1ccccc1F)c1ccc(-c2ccc(Cl)cc2)o1	-16%	-11%
30	CC(C)NC(=O)c1nc2ccccc2s1	21%	8%
26	CN(C)CCNC(=O)c1ccc2c(=O)n(Cc3ccc(Cl)cc3)c(=S)[nH]c2c1	-28%	?
27	Cc1ccc(OCCOC(=O)c2cccc(S(=O)(=O)N3CC(C)OC(C)C3)c2)cc1 (centres undefined)	4%	3%
24	CC1C/C(=N/N=C2/NC(=O)CS2)CC(C)(C)C1 (centres undefined)	2%	6%

# The listing continues:
nr	molecule	EPAC1 antag	WRN helicase inh	MmCpn inh	EPAC1 agonist
31	CSc1nc2ncc3c(n2n1)CC(C)(C)CC3=O	-11%	-1%	-3%	4%
32	Cc1ccc(NC(=O)C2C3CCCC2C3c2ccccc2)cc1C (centres undefined)	-6%	0%	1%	7%
33	CC(=O)N1CCc2cc(S(=O)(=O)NC3CCCc4ccccc43)ccc21 (centres undefined)	-9%	4%	2%	-11%
34	CCCc1cc(-c2n[nH]c(=S)n2-c2cccc(C)c2)cs1	-1%	-32%	1%	-5%
35	COc1ccc(OC)c(C=C2CCc3ccccc3C2=O)c1	-15%	0%	/	14%
36	Cc1cccc(NC(=S)N(CCN(C)C)Cc2cc3cccc(C)c3[nH]c2=O)c1	-4%	6%	1%	-3%
37	O=C(Nc1ccccc1Cl)c1cc(S(=O)(=O)N2CCCCC2)ccc1N1CCOCC1	-6%	-6%	0%	13%
38	Cc1cccc(/C=N/Nc2ccc3ccccc3n2)c1	-9%	-7%	-7%	0%
39	COc1ccc(-c2c(NC(=O)CC(C)C)n(C)c3ccccc3c2=O)cc1OC	0%	2%	-1%	-7%
40	COc1ccccc1NS(=O)(=O)c1cc([N+](=O)[O-])ccc1N/N=C/c1sc(N2CCOCC2)nc1-c1ccccc1	1%	-10%	-2%	9%
41	Cc1ccc2c(CSc3nc4nc(C)cc(C)n4n3)cc(=O)oc2c1	-5%	7%	-2%	-3%
42	COc1ccc(S(=O)(=O)N2CCN(C(=O)CN3C(=O)NC4(CCCC4)C3=O)CC2)cc1	4%	6%	3%	-3%
43	CCCN(CC(=O)Nc1ccccc1C)C(=O)c1cn2ccccc2n1	-13%	-21%	1%	4%
44	CCN(C(=O)CSc1nc2ccccc2n1CC)C1CCS(=O)(=O)C1 (centres undefined)	14%	4%	-1%	1%
45	COc1ccc(CC(=O)Nc2ccc(OC)nc2)cc1	3%	2%	2%	-9%

nr	PI5P4Ka inh	PLK1 PBD inh	EPAC2 antagonist	CCT chaperon mod
31	0	5%	4%	-0.3
32	-4	-9%	-6%	-1.5
33	0	-12%	-2%	-2.5
34	2	?	-23%	-2.3
35	2	-10%	?	1.3
36	-1	0%	3%	1.0
37	7	-6%	-10%	1.5
38	1	0%	-11%	-0.6
39	1	-4%	15%	-5.2
40	2	17%	-10%	-2.0
41	-11	-10%	0%	0.5
42	0	1%	3%	-1.1
43	4	-7%	1%	0.8
44	7	-4%	7%	1.2
45	0	3%	-4%	1.9

# 2 entries drawn at random from the list so far:
nr	molecule	EPAC1 antag	WRN helicase inh	MmCpn inh	EPAC1 agonist
35	COc1ccc(OC)c(C=C2CCc3ccccc3C2=O)c1	-15%	0%	/	14%
34	CCCc1cc(-c2n[nH]c(=S)n2-c2cccc(C)c2)cs1	-1%	-32%	1%	-5%

nr	PI5P4Ka inh	PLK1 PBD inh	EPAC2 antagonist	CCT chaperon mod
35	2	-10%	?	1.3
34	2	?	-23%	-2.3

# (list continues)
nr	molecule	EPAC1 antag	WRN helicase inh	MmCpn inh	EPAC1 agonist
46	CC1(c2nnc(-c3cccc(Cl)c3)o2)CC(c2cccc(F)c2)=NO1 (centres undefined)	-7%	-3%	/	11%
47	CNc1cc(-c2ccc(O)cc2C)ncn1	-8%	-7%	/	15%
48	COc1ccc(-c2nnc(SCc3ccccc3F)o2)cc1OC	-8%	-3%	0%	-2%
49	Cc1cc(C)c(NC(=O)COC(=O)C2=COCCO2)c(C)c1	7%	16%	/	-6%
50	OCCCNC(=S)Nc1ccc2nccnc2c1	-12%	7%	-1%	-5%
51	CSC[C@H]1CN(Cc2cccnc2)C(=O)[C@@H]1CC(=O)Nc1ccc(Br)cc1	-14%	-2%	/	10%
52	COc1cccc(N2CCN(S(=O)(=O)c3cc4c(cc3C)N(C)CCO4)CC2)c1	8%	-2%	-8%	6%
53	COc1ccc(NC(=O)CN(C)C(=O)c2c(-c3ccccc3Cl)noc2C)cc1	-12%	4%	0%	0%
54	Cc1cccc(-n2ncc3c2CCCC3NC(=O)CCc2cccnc2)c1C (centres undefined)	-7%	-8%	-3%	-10%
55	Cc1cc(C(=O)N2CCN(C(c3ccccc3)c3ccccc3)CC2)no1	0%	-16%	0%	2%

nr	PI5P4Ka inh	PLK1 PBD inh	EPAC2 antagonist	CCT chaperon mod
46	10	-2%	-11%	-2.6
47	7	-6%	-7%	-1.9
48	-2	-1%	8%	0.6
49	-4	3%	4%	-1.4
50	0	-23%	2%	1.8
51	3	-5%	-10%	0.6
52	6	-15%	-11%	-1.0
53	2	1%	-4%	1.7
54	-2	-2%	-9%	3.5
55	/	-6%	-6%	-0.7
